PMI act satM6P: PMI (human) activation, high substrate | AID 1216 | actives 0.34% (n = 190,000) | coupled PMI enzyme assay, resazurin fluorescence, 20 min; stronger effect = higher value; 1 = untreated enzyme, 0 = substrate-free blank | activation factor at 20 µM;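 active = activation factor of 2 or more at 20 µM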
Target sequence (P34949 whole entry, looked up): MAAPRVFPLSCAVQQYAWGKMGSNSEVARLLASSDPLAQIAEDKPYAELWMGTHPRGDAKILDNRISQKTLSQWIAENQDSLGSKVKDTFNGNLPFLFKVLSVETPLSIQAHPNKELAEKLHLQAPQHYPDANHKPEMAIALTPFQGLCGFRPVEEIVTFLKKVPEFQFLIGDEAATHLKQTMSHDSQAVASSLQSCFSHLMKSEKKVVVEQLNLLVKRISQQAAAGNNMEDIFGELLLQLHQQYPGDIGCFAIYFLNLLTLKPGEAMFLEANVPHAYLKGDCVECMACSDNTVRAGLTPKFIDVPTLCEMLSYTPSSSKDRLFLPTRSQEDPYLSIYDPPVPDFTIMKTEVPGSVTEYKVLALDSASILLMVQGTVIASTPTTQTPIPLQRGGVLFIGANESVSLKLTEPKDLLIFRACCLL
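Test system: human phosphomannose isomerase with PGI, G6PDH, diaphorase coupling enzymes / Doses: 20 µM compound, 1% DMSO / Times: enzyme reaction with compound 20 min at room temperature / Measured by: Diaphorase-driven resazurin-to-resorufin fluorescence, excitation 544, emission 590 nm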
TLR4-MyD88 BLA: inhibitors of human TLR4-MyD88 binding; HeLa CL3-4 TLR4/MyD88 BLA complementation, FRET ratio; actives 0.18% (n = 200,000); inhibition, % at 8.4 µM; O00206+Q99836; in the data active = inhibition above about 25%;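 note: 0% = vehicle and 100% = reference inhibitor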
L major viab: Leishmania major promastigote growth inhibition; Leishmania major promastigotes, resazurin fluorescence viability; actives 9% (n = 200,000); inhibition, % at 10 µM;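 note: promastigotes grown with compound for 44 hours at 28 °C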
PMI act: increases human mannose-6-phosphate isomerase activity; actives 0.005% (n = 190,000); P34949; activation factor at 20 µM; AID 1214; purified human PMI, coupled resazurin fluorescence, 20 min; stronger effect = higher value; 1 = vehicle control, 0 substrate-free wells;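 active = activation factor of 2 or more at 20 µM, relative to plate controls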
Diaph inh CS: diaphorase inhibition or chemical oxidation counter-screen | inhibition, % at 20 µM | diaphorase resazurin-to-resorufin fluorescence, NADH, 16 min; bacterial (C. kluyveri) enzyme, not human | actives 0.69% (n = 190,000);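 active = primary screen inhibition at 20 µM above a set limit, cut at about 50% in these data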;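 note: plate controls were DMSO with full reaction for no effect and wells lacking NADH for full effect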
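material = Clostridium kluyveri diaphorase enzyme | amount = 0.14 U/mL diaphorase, enzyme working solution | schedule = incubation 16 min, room temperature | detection = fluorescence of resorufin formed from resazurin, Ex 544/Em 590 nm | benchmarks = positive control minus NADH, DMSO neutral control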
Hsp70 act: Hsp70 transcriptional activation, primary screen; actives 0.04% (n = 200,000); activation, % at 10 µM; HeLa Hsp70 promoter luciferase reporter, luminescence; scaled: vehicle 0, proteasome-inhibitor control 100%;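 active = activation above the mean across all tested compounds plus 3 SD, cutoff set per campaign, cut at about 5.5% in these data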;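 note: 100% = MG132 at 30 µM as the positive control and 0% = DMSO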
S1P3 antagonist: antagonists of human S1P3 receptor; AID 485; actives 0.27% (n = 170,000); CHO S1P3 NFAT-BLA reporter, FRET fluorescence, antagonist mode; inhibition, % at 4.98 µM;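 active = inhibition above the plate cutoff, the mean inhibition of test wells on that plate plus 3 SD, cut at about 28% in these data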;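 note: cells challenged with S1P at its EC80 of 0.8 µM; blue over green emission ratio from cleaved BLA substrate after 4 h stimulation; 0% = S1P-stimulated wells and 100% = unstimulated DMSO-only wells; some compounds past the cut are filed as inactive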
Target sequence (Q99500 whole entry, looked up): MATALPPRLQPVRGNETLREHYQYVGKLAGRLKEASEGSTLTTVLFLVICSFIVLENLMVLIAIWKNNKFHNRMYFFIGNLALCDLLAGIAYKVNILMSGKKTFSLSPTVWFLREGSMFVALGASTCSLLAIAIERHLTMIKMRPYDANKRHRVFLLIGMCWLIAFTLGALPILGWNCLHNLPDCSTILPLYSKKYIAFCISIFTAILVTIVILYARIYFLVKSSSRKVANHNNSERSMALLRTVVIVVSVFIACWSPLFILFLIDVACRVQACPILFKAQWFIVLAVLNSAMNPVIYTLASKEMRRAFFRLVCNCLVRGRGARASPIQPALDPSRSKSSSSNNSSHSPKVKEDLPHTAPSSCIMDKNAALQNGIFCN
RAM inhibit: inhibitors of the yeast RAM network; inhibition, % at 50 µM; actives 1.8% (n = 190,000); S. cerevisiae dse1pr::URA3 reporter, 5-FOA growth OD615, 2 d; analog-sensitive cbk1-as2 kinase mutant strain;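 active = inhibition above a set limit, 3 SD over mean compound inhibition, cut at about 8.4% in these data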;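 note: 0% = DMSO-only wells with no growth and 100% = 10 µM 1-NA-PP1 full growth; inhibition rescues growth on 5-FOA so higher OD means more RAM inhibition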
G6PDH counter: counter-screen for G6PDH assay hits: L. mesenteroides G6PDH inhibition; AID 1020; Purified L. mesenteroides G6PDH, diaphorase/resazurin coupled fluorescence, 45 min; actives 0.12% (n = 200,000); inhibition, % at 5 µM
Diaph act CS: counter-screen for diaphorase-based assays: diaphorase activators and chemical reducers. activation factor at 20 µM. AID 1229. actives 0.005% (n = 190,000). Diaphorase/resazurin coupled assay, resorufin fluorescence, 16 min; stronger effect = higher value; 1 = vehicle wells, 0 = NADH-free wells;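 active = diaphorase activity raised at least twofold by the compound at 20 µM; inactive = activation factor below 2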
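Assay system: Purified diaphorase enzyme from Clostridium kluyveri | Amount: Enzyme 0.07 U/mL final | Dosing: Compound 20 µM once, DMSO 1% | Timing: 16 min reaction at room temperature | Detection: Fluorescence, excitation 544 nm and emission 590 nm | Evaluation: Higher resorufin formation from activation or reduction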
DTT redox prof: compounds producing H2O2 with reducing agent – biochemical, NIH compound library profiling, artefact control for MLSCN library redox annotation, primary screen | DTT-dependent redox cycling H2O2, phenol red/HRP absorbance; 100% = 100 µM peroxide control, 0% = buffer | activation, % at 10 µM | actives 0.03% (n = 200,000) | AID 878;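 active = activation of at least 50% relative to the plate's high and low controls in the primary single-dose screen; inactive = activation below 50%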;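 note: compound incubated with DTT at 0.8 mM final as the reducing agent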
Starred values were filed as active, the others as inactive; . = not tested or not shown. Cut-off read from the data, not from the text of the source, unless noted: active = inhibition above about 50%; inactive = the rest. Rows were taken by chance; any-hit rate near 12%.

A first look (three entries):
SMILES	PMI act satM6P	TLR4-MyD88 BLA	L major viab	PMI act	Diaph inh CS	Hsp70 act	S1P3 antagonist	RAM inhibit	G6PDH counter	Diaph act CS	DTT redox prof
CCn1nnc(NC(=O)c2cc(Cl)c(OC)c(Cl)c2)n1	0.9	-5.2	-4.4	1	17.8	-0.1	-5.9	2.5	5.3	0.8	-0.8
Cc1sc2ncnc(Sc3nnnn3-c3ccccc3)c2c1C	1	10.4	88.7*	1	17.8	0.3	-4.6	5.0	-5.2	0.8	-0.6
O=C(NN=C1C2CC3CC(C2)CC1C3)c1ccncc1	1	5.1	-4.2	1	4.5	-0.2	.	0.8	6.2	1	-2.6

The listing, from the first entry:
SMILES	PMI act satM6P	TLR4-MyD88 BLA	L major viab	PMI act	Diaph inh CS	Hsp70 act	S1P3 antagonist	RAM inhibit	G6PDH counter	Diaph act CS	DTT redox prof
CCn1nnc(NC(=O)c2cc(Cl)c(OC)c(Cl)c2)n1	0.9	-5.2	-4.4	1	17.8	-0.1	-5.9	2.5	5.3	0.8	-0.8
Cc1sc2ncnc(Sc3nnnn3-c3ccccc3)c2c1C	1	10.4	88.7*	1	17.8	0.3	-4.6	5.0	-5.2	0.8	-0.6
O=C(NN=C1C2CC3CC(C2)CC1C3)c1ccncc1	1	5.1	-4.2	1	4.5	-0.2	.	0.8	6.2	1	-2.6
CN1/C(=C\C(=O)C[n+]2cccc(C(N)=O)c2)C(C)(C)c2ccccc21	1.1	5.2	0.4	1.1	-14.4	0.2	-12.8	-0.4	9.9	1.1	-0.6
CCOC(=O)N1CCN(C(=O)CSc2nnc(CNC(=O)c3ccccc3F)o2)CC1	1	6.2	-1.5	1	-2.2	-0.3	.	0.3	1.9	1	-0.7
CN(C)c1nc(N2CCN(c3ccc(F)cc3)CC2)c(C#N)c(=O)o1	0.9	-1.3	-5.2	0.9	4.1	0.1	.	6.0	33.9	1	1.8
CN(CCCNC(=O)COc1cc(=O)n(C)c2ccccc12)Cc1ccccc1	1	-8.8	-3.9	1	12.4	-0.1	2.6	0.1	-0.5	0.9	0.9
Cc1csc(SC(C)C(=O)Nc2ccc3c(c2)OCCO3)n1 (stereo unspecified)	0.9	1.9	-1.2	0.9	27.9	-0.1	7.3	1.3	3.2	0.7	-0.1
COc1ccc(-n2c3c(cc(C(=O)NNc4ccccc4)c2=O)C(=O)CC(C)(C)C3)cc1	2.1*	-3.5	60.0*	1.7	12.6	-0.3	-2.8	-0.4	7.0	0.9	0.0
CCCNS(=O)(=O)c1ccc(-n2cnnn2)c(OC)c1	.	7.9	-4.0	.	.	0.1	-12.8	-0.1	6.5	.	0.1
COc1ccc2nc(SCC(N)=O)cc(C)c2c1	1	0.3	0.7	1.1	13.5	0.3	-39.4	1.3	2.5	0.9	-1.3
CCCCC1CCC(C(=O)NC2CCS(=O)(=O)C2)CC1 (stereo unspecified)	1	-3.8	-6.6	1	9.2	-0.2	-3.7	0.3	-1.6	0.9	1.1
Cc1ccc(-c2ccc(C(=O)NCc3ccccc3)o2)c2ccccc12	0.8	13.0	-0.3	1.2	25.3	0.2	-4.2	12.5*	20.6	0.7	1.2
Cc1cc2c(=O)n(Cc3ccco3)c(SCC(=O)N3CCCc4ccccc43)nc2s1	0.9	10.3	21.3	0.9	13.9	-0.3	13.1	3.0	-33.6	0.9	0.4
COc1cccc(C2CC(c3cccc(NS(C)(=O)=O)c3)=NN2C(=O)c2ccccc2)c1OC (stereo unspecified)	1	-0.9	2.7	1	5.6	-0.3	12.7	3.6	3.4	0.9	0.1
O=C(Nc1cccc(F)c1)N1CC=C(n2c(=O)[nH]c3ccccc32)CC1	1	-4.0	24.6	1	3.1	0.0	10.5	1.4	9.8	1	2.2
CC(C)CCN1CCN(Cc2nc3c(s2)CCCC3)CC1CCO (stereo unspecified)	1	-4.8	74.9*	0.9	4.2	3.1	-20.2	-0.4	11.8	1	1.2
COc1ccc(OC)c(CNC(=O)C2CCN(S(C)(=O)=O)CC2)c1	1	-9.8	-6.2	1.1	-6.4	-0.2	-5.2	1.9	-0.1	1.1	5.3
CCCc1[nH]n(-c2ccc(F)cc2)c(=O)c1C=NCC1CCCO1 (stereo unspecified)	0.9	-4.9	-6.4	0.9	24.5	-0.2	-12.7	0.9	1.7	0.8	0.2
COC(=O)c1ccccc1NC(=O)CSc1ccc(C)cc1	1	3.0	-3.5	1	17.3	0.1	.	0.6	12.0	0.8	0.7
Cc1nnc(NC(=O)CSc2nnnn2Cc2ccccc2)s1	0.9	-6.6	-6.9	0.9	11.9	-0.4	25.1	0.7	-0.7	0.9	1.0
CCOC(=O)C1=C(CN2CCc3ccccc32)NC(=O)NC1c1ccc(Cl)cc1 (stereo unspecified)	1	-4.2	55.5*	1	8.6	-0.3	.	4.1	5.3	0.9	0.0
COC(=O)CN(c1cc([N+](=O)[O-])ccc1OC)S(C)(=O)=O	1	7.7	-2.4	1	-16.2	0.2	-12.3	1.4	2.5	1.2	-0.3
Cc1n[nH]c(C)c1S(=O)(=O)N(CC(=O)NC1CCCC1)c1ccc(C(C)C)cc1	1.1	-0.5	4.0	1	0.5	-0.3	-17.2	2.8	6.7	1	-0.6
CCc1nnc(NC(=O)CN2CCN(c3ccccc3OC)CC2)s1	1.1	21.1	-5.4	1.1	-8.8	0.0	.	1.5	13.7	1.1	0.1
SMILES	PMI act satM6P	TLR4-MyD88 BLA	L major viab	PMI act	Diaph inh CS	Hsp70 act	S1P3 antagonist	RAM inhibit	G6PDH counter	Diaph act CS	DTT redox prof
Cc1cc(C)n2nc(SCC(=O)c3cccs3)nc2n1	1	-4.8	3.0	1	14.0	-0.2	-8.9	1.8	-3.3	0.9	0.4
COc1cccc(CN(C)CC(=O)NCc2ccccc2Cl)c1	1	-18.0	-3.6	0.9	-1.0	-0.4	-8.1	1.3	25.5	1	0.6
COc1ccc(-n2cnc3cc(NS(=O)(=O)c4ccc(C)cc4)ccc32)cc1	1.1	-3.8	34.7	1	12.9	-0.5	.	0.7	-1.8	0.9	0.9
Cc1cccc(C(=O)c2ccccc2C(=O)O)c1O	1	9.9	1.1	1	2.6	-0.1	-26.6	0.9	0.7	1	-0.6
O=C(O)CCCC(=O)Nc1ccc(C(=O)N2CCCCC2)c(Cl)c1	1	-5.4	-8.6	1	7.1	0.0	-25.1	1.6	-8.8	0.9	-3.5
Cc1ncsc1CCOC(=O)C1C2CC3CC(C2)CC1C3 (stereo unspecified)	1.1	-5.2	4.6	1.1	12.2	-0.2	1.4	0.3	4.2	0.9	-0.2
O=C(Cn1c(=O)oc2cc(S(=O)(=O)N3CCCCCC3)ccc21)NC1CCCCC1	0.9	.	-10.6	0.9	8.9	.	-14.5	8.8*	11.5	0.9	-0.9
CC(C)OC(=O)CC(=O)CSc1nc2c(cc1C#N)CCC2	1	3.4	-2.6	1	20.5	-0.5	-7.7	1.1	-0.5	0.8	2.8
COc1ccc(-c2cc(COc3ccccc3)on2)cc1	1	-10.0	-11.5	1	11.9	-0.2	-11.0	5.6	-2.7	0.9	-1.3
Cc1cc(=O)oc2cc(OCC(=O)NCc3ccncc3)ccc12	0.9	-0.9	-3.0	0.9	9.9	-0.2	.	0.4	3.0	0.9	1.8
COc1cc(NC(=S)N2CCC(C(N)=O)CC2)cc(OC)c1	1	3.3	-6.9	1	18.7	-0.2	11.2	-0.4	7.8	0.8	0.2
O=C(NC1CCN(S(=O)(=O)c2ccccc2)CC1)C1CCCCC1	0.9	5.0	-1.7	0.9	10.1	-0.1	.	1.4	10.8	0.9	0.5
CC(C)(C)CC(=O)Nc1cc(S(=O)(=O)N2CCCCCC2)ccc1Cl	1	2.1	5.0	1	12.3	0.0	2.5	-0.1	3.4	0.9	-0.4
COc1cc(CO)cc(Br)c1OCC(=O)N1CCCCC1	1	-3.4	-1.4	1	-1.4	-0.4	-0.1	1.6	4.3	1	-0.4
O=C(Oc1ccc(NC2=NS(=O)(=O)c3ccccc32)cc1)c1cccnc1	1	0.8	-8.8	1.1	6.5	-0.1	1.2	4.1	-1.5	0.9	0.1
O=C(NCc1ccc(Cl)cc1)c1cnn2ccccc12	1	-17.9	8.8	1	10.0	0.3	.	1.1	4.2	0.9	-0.7
CC(=O)N1CCC(=NNc2ncc(C(F)(F)F)cc2Cl)CC1	0.8	4.1	-18.6	0.9	0.3	-0.4	2.1	0.7	6.2	1	-2.4
COc1ccc(CCNC(=O)Cn2c(=O)n(CC3CCCO3)c(=O)c3ccccc32)cc1OC (stereo unspecified)	1.1	-6.0	-4.8	1.1	-0.6	-0.1	-8.1	1.1	1.5	1	0.2
O=C(Cc1cccc2ccccc12)Nc1nnc(-c2cccc([N+](=O)[O-])c2)s1	1	8.6	-3.3	0.9	1.3	-0.1	-14.8	1.2	10.0	1	0.3
Cn1c(CNC2CCCCC2)nc2ccccc21	1	-10.3	1.1	0.9	6.7	-0.1	16.6	0.0	9.1	0.9	-0.8
COc1ccc(C(=O)NNC2CC(=O)N(Cc3ccccc3)C2=O)cc1OC (stereo unspecified)	1	7.0	-6.0	1	12.6	-0.3	-10.1	-0.3	-8.6	0.9	0.0
CC1(C)CC(CCC(=O)Nc2ccc(S(N)(=O)=O)cc2)C(=O)O1 (stereo unspecified)	1	12.7	-6.0	1	9.8	-0.6	-32.3	1.6	2.9	0.9	-3.3
NC(=O)c1ccc(-n2nnnc2Oc2ccccc2)cc1	1	3.9	-3.0	0.9	13.2	0.2	-9.9	0.6	4.5	0.9	0.2
O=C(COc1ccccc1[N+](=O)[O-])N1CCC(Cc2ccccc2)CC1	1	-6.6	7.6	1.1	13.8	-0.1	8.3	3.4	5.4	0.9	-0.8
COc1ccc(C/C(N)=N/n2cnnc2)cc1Cl	0.9	-6.6	-1.7	0.8	16.1	-0.4	-9.6	2.4	-8.7	0.8	-3.8
O=C(CCNC(=O)c1ccco1)Nc1ccc(N2CCOCC2)cc1	1	-10.1	-6.5	1.1	6.1	0.1	-8.0	-0.8	5.3	0.9	-0.5
CCCCN(C(=O)c1ccc(OC(F)(F)F)cc1)c1c(N)n(CCC)c(=O)[nH]c1=O	1	-2.8	-4.1	1	4.6	-0.4	-7.2	1.9	3.3	1	0.2

Compound activity from PubChem BioAssay.
